Assay outcomes as filed in PubChem BioAssay.
MEKK2mut PB1 HTS: MEK5 binding signal on mutant MEKK2 PB1, primary screen, biochemical, multiplex bead flow cytometry, Alexa488-MEK5; 0.35% of 290,000 active; Alexa488-MEK5 binding to MEKK2 mutant; AID 1530, 2009; percent response, % at 10 µM; in the data active = percent response above about 24%, passing the limit was not always enough; also: inactives centre near 1; some results filed as inactive read as strong as hits
M18AAP inhibitor: PfM18AAP inhibitors, malaria aminopeptidase, primary screen, biochemical, QFRET, recombinant enzyme; 1.2% of 290,000 active; M18 aspartyl aminopeptidase (Plasmodium falciparum 3D7); inhibition, % at 7.35 µM; H-Glu-NHMec fluorogenic cleavage;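 active = inhibition above the campaign mean inhibition over all tested compounds plus 3 SD, cut at about 28% in these data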;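 also: 0% = plate median of test compound wells and 100% = 2 mM ZnCl2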
MEKK2wt PB1 HTS: modulators of MEK5 binding to wildtype MEKK2, primary screen, biochemical, multiplex bead flow cytometry, Alexa488-MEK5. Mitogen-activated protein kinase kinase kinase 2 (Homo sapiens), Q9Y2U5. binding response (% of control), % at 10 µM. Alexa488-MEK5 binding to MEKK2 WT; actives lie on both sides. 1.1% of 290,000 active. AID 1531, 2009; in the data active = binding response below about 67% or above about 130%
UBC9 SUMO inh: inhibitors of in vitro SUMOylation cascade, primary screen, biochemical, HTRF, uHTS; inhibition, % at 35 µM; 0.36% of 290,000 active; SUMO-conjugating enzyme UBC9 (Homo sapiens), P63279; HTRF SUMOylation assay, SAE1/SAE2 + UBC9; in the data active = inhibition above about 50%, passing the limit was not always enough; also: strong numbers were not always called active
Target sequence (P63279 whole entry, looked up): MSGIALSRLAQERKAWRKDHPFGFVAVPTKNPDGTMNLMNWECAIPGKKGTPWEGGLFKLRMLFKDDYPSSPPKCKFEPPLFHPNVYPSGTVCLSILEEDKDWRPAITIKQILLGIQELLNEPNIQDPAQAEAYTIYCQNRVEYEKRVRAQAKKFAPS
FID counter: compounds displacing fluorescent DNA intercalator, primary screen, artefact control for HCV NS3 helicase inhibitor project, biochemical, FID fluorescence; DNA fluorescent intercalator displacement; inhibition, % at 7.9 µM; 0.17% of 290,000 active; in the data active = inhibition above about 37%;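 also: 0% = vehicle and 100% = reference compound; higher means more ethidium bromide displaced from hairpin DNA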
NALP1 yeast inh: NALP1 inflammasome inhibitors in reconstituted yeast, colorimetric, S. cerevisiae, triplicate retest. S. cerevisiae NALP1/ASC/caspase-1 growth, X-gal OD620, 72 h. inhibition, % at 10 µM. 0.61% of 280,000 active. AID 2071, 2009; in the data active = inhibition mostly above about 24%, no sharp cut-off; inactive = mostly below about 32%; also: some compounds called inactive have numbers as strong as hits
IMP-1 inh: IMP-1 metallo-beta-lactamase inhibitors, primary screen, biochemical, epi-absorbance readout, Pseudomonas aeruginosa enzyme | purified IMP-1, nitrocefin hydrolysis, epi-absorbance fluorescence | 0.45% of 290,000 active | inhibition, % at 5.6 µM | AID 1556, 2009;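 active = inhibition above the mean plus 3 SD of all compounds in the same screening run, cut at about 4.5% in these data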;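 also: 0% = IMP-1 with DMSO and 100% = DMSO wells lacking enzyme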
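Assay system: purified recombinant IMP-1 beta-lactamase. Input: IMP-1 0.2 nM before substrate addition. Buffer or medium: Zinc- and detergent-supplemented HEPES buffer, pH 7.1. Schedule: 25 °C, 15 min preincubation, 25 min reaction. Signal: Epi-absorbance fluorescence, 480 nm excitation, 530 nm emission. Evaluation: percent inhibition from optical density relative to buffer-blank wells.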
NS3 helicase inh: inhibitors of HCV NS3 helicase, primary screen, biochemical, Cy5 molecular beacon fluorescence. NS3 helicase DNA unwinding. 0.56% of 290,000 active. inhibition, % at 10.9 µM. Hepatitis C virus NS3 helicase;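 active = inhibition above the mean of all tested compounds plus 3 SD, set per campaign, cut at about 35% in these data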;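 also: 0% = DMSO wells and 100% = thioflavine S control wells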
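Assay system: hepatitis C virus NS3 helicase domain fragment enzyme. Also added: annealed dual-labelled DNA beacon duplex, ATP-started. Timing: 1 h reaction at 25 °C, ATP-initiated. Technique: Cy5 fluorescence at 0 and 60 min, beacon hairpin quenching. Evaluation: % inhibition of unwinding. Replication: one well per compound.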
VIM-2 inh: VIM-2 metallo-beta-lactamase inhibitors, primary screen, biochemical, epi-absorbance readout, Pseudomonas aeruginosa enzyme; purified VIM-2, nitrocefin hydrolysis, epi-absorbance fluorescence; inhibition, % at 5.6 µM; 0.89% of 290,000 active;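 active = inhibition above the mean of all tested compounds plus 3 SD, cutoff set per screening run, cut at about 7.5% in these data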;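 also: red hydrolysis product quenches plate fluorescence so inhibitors raise well fluorescence; 0% = enzyme with DMSO and 100% = DMSO without enzyme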
* hit, by the source's call; . = not tested or not shown; & = joins results of further samples; [ ] = remark or other dose.

Compound	MEKK2mut PB1 HTS	M18AAP inhibitor	MEKK2wt PB1 HTS	UBC9 SUMO inh	FID counter	NALP1 yeast inh	IMP-1 inh	NS3 helicase inh	VIM-2 inh
Cc1ccc(C(=O)N/C(=C/c2ccc(-c3cccc([N+](=O)[O-])c3)o2)C(=O)NCCCN(C)C)cc1	7.0	6.7	118.0	-6.7	41.5*	-2.5	-3.2	-59.1	-0.8
O=C(c1ccco1)N1CCN(C2CC(=O)N(c3ccc4c(c3)OCO4)C2=O)CC1 (centres undefined)	-4.0	-15.9	90.0	12.9	-2.1	8.2	2.2	21.0	-2.3
Nc1ccc(-n2ccnc2)cc1	19.0	-4.7	110.0	0.7	1.8	17.2	-3.1	1.0	-0.7
COc1cc(/C=N/NC(=O)C(=O)N2CCCC2)ccc1O	.	4.0	.	2.6	-30.0	.	-3.2	5.0	-1.8
CCn1c(SCC(=O)Nc2ccc(NC(=O)c3ccco3)c(OC)c2)nc2ccccc2c1=O	1.0	-11.9	101.0	23.1	-1.8	21.4	-2.1	1.2	-2.1
O=c1cc(N2CCN(Cc3ccccc3)CC2)[nH]c(=O)n1-c1cccc(C(F)(F)F)c1	8.0	3.6	103.0	-40.5	-21.5	6.3	-7.4	3.6	-1.8
O=C(Nc1cccc(NC(=O)c2cccs2)c1)c1ccco1	2.0	-3.2	93.0	14.2	-3.8	5.6	-0.7	-0.3	-2.6
COC(=O)c1sccc1NC(=O)C12CC3CC(CC(C3)C1)C2	-2.0	0.1	95.0	.	-4.1	.	2.8	5.1	-0.9
Cc1ccc2sc(NC(=O)CSc3nc(C)cc(C)c3C#N)nc2c1	4.0	-12.5	100.0	2.1	0.7	12.7	-0.2	-3.1	0.1
CN(C)c1ccc(C2/C(=C(/O)c3ccc(Br)cc3)C(=O)C(=O)N2C)cc1 (centres undefined)	8.0	18.7	108.0	-9.1	-13.7	10.8	-1.7	15.3	-1.3
CCc1ccccc1NC(=O)CN1CCN(CC(=O)Nc2cc(C)ccc2OC)CC1	-4.0	-4.1	93.0	15.0	-9.8	27.4	-0.1	0.1	0.2
CCN(Cc1cc2cccc(C)c2[nH]c1=O)C(=O)c1ccccc1OC	-8.0	.	95.0	18.1	.	15.2	.	.	.
Cc1ccc(-c2nc(N)sc2CC(=O)OCC(=O)N2C(C)CCCC2C)cc1 (centres undefined)	1.0	-17.2	111.0	-7.6	-23.2	.	-3.5	4.5	-2.4
Cc1ccc2nc(N3CCN(C)CC3)c(C=O)c(=O)n2c1	2.0	13.8	102.0	20.0	-4.2	11.0	-2.5	-10.8	1.4
COc1cc(C2CC(=O)NC(SCC(=O)Nc3ccccc3C)=C2C#N)ccc1O (centres undefined)	-15.0	1.0	87.0	2.6	2.0	-3.5	0.3	-7.4	-2.5
COc1ccc(S(=O)(=O)N(CC(=O)N/N=C/c2ccccc2C(=O)O)c2ccccc2OC)cc1	-14.0	-0.6	73.0	11.6	-44.8	3.7	-2.8	8.2	-3.5
Cc1ccc(C2=Nc3ccccc3N=C(c3ccco3)C2)c(O)c1	13.0	-7.5	91.0	6.8	2.2	-13.1	-0.8	-9.6	-2.5
CCc1cc2c3c(c(=O)oc2cc1OC(C)C(=O)O)CCCC3 (centres undefined)	8.0	0.6	106.0	14.2	-27.3	-71.0	-0.9	16.1	1.9
CCC(=O)Nc1cc(C)c(OC)c(C)c1	-2.0	1.2	100.0	-1.2	-3.8	-8.8	-0.8	6.2	-0.7
CCOC(=O)NC(=O)COC(=O)CCCc1nc2ccccc2s1	0.0	3.1	103.0	29.0	-23.7	0.1	-1.8	10.0	-5.4

(cont.)
Compound	MEKK2mut PB1 HTS	M18AAP inhibitor	MEKK2wt PB1 HTS	UBC9 SUMO inh	FID counter	NALP1 yeast inh	IMP-1 inh	NS3 helicase inh	VIM-2 inh
O=C(COC(=O)c1ccc(F)cc1F)Nc1ccc2[nH]c(=O)[nH]c2c1	-7.0	-1.6	90.0	19.6	1.2	3.6	-1.4	5.3	-2.0
COc1cccc(/C=C2\SC(=S)N(CCC(=O)NNC(=O)c3ccccc3OC)C2=O)c1	-1.0	2.5	95.0	16.1	-16.6	-10.5	-1.0	19.3	-2.3
FC(F)(F)c1cc(-c2ccco2)nc(NCc2ccccc2)n1	-6.0	2.3	85.0	9.3	-7.5	7.0	-2.4	21.2	-3.7
COc1ccc(NCc2nn(CC(=O)c3ccc(Br)cc3)c3[n+]2CCCCC3)cc1	.	-8.8	.	1.5	14.5	-6.8	-1.2	-95.5	1.6
COc1ccc(C(=O)NCc2cc(C)nc3ccccc23)cc1	-1.0	-1.5	97.0	10.6	-4.2	-1.5	-3.2	-3.1	-1.4
O=C(c1cc2cc(Cl)ccc2oc1=O)N1CCN(c2ccccn2)CC1	1.0	-5.0	106.0	1.4	-17.0	6.8	-2.0	3.0	-0.3
CCOC(=O)c1cc2occc2n1CC(=O)Nc1ccc(OC)cc1OC	-8.0	0.9	90.0	2.7	-19.0	11.3	0.4	-6.6	1.1
Cc1cc(C)cc(Cn2ncc(Cl)c(Cl)c2=O)c1	-2.0	-16.9	95.0	-6.9	-5.7	46.0	-2.6	-1.6	-3.7
COc1ccc(NC(=O)N(C2CCCCC2)C2CCN(C(C)C)CC2)c(OC)c1	-4.0	1.3	96.0	-16.6	9.4	4.5	0.5	4.8	-0.4
COCCCN1C(=O)C(O)=C(C(C)=O)C1c1cccc(F)c1 (centres undefined)	.	-5.1	.	2.3	4.3	21.9	-2.6	1.7	-2.8
CN1C(=O)SC(Nc2ccccc2)C1=O (centres undefined)	16.0	-3.3	99.0	-31.4	1.0	5.5	-3.6	4.4	-2.1
Cc1cccc(NC(=O)CCN2C(=O)c3cccc([N+](=O)[O-])c3C2=O)c1	9.0	-0.8	100.0	3.9	-1.7	-1.7	-4.1	11.0	1.2
C[C@H](NC(=O)C1CCN(S(=O)(=O)c2ccccc2)CC1)C(=O)NCc1ccc(Cl)cc1Cl	0.0	2.9	101.0	-13.4	-49.1	0.1	-4.1	-7.2	-3.5
COc1ccc(N(CC(=O)N2CCCCCC2)S(=O)(=O)c2ccc(OC)c(OC)c2)cc1	1.0	4.5	97.0	5.8	-48.9	5.6	-2.6	-3.8	-5.5
CCCCOc1ccc(S(=O)(=O)NNC(=O)C2Cc3c(ccc4ccccc34)O2)cc1 (centres undefined)	3.0	3.7	104.0	-20.5	-21.5	36.6	0.2	-1.6	0.6
Cc1ccnn1CCC(=O)N1CCCC(Nc2ccc(F)c(F)c2)C1 (centres undefined)	5.0	5.8	97.0	-2.8	-18.9	-3.5	-5.4	10.2	-0.2
COc1cccc(/C=N/Nc2snc(SC)c2C#N)c1	1.0	4.4	99.0	-11.8	6.8	7.7	-2.3	8.5	-4.2
COc1ccc(-c2noc(-c3ccccc3C(=O)NCC3CCCO3)n2)cc1 (centres undefined)	1.0	0.4	99.0	-14.2	-19.5	-2.1	-2.4	-2.6	-2.2
O=C(/C=C/c1ccccc1)Nc1ccc(NC(=O)c2cccs2)cc1	-10.0	4.3	95.0	27.8	-6.7	-8.0	-1.8	-1.7	-4.2
CCOC(=O)N1CCC(n2c(SCC(=O)Nc3ccccc3OC)nc3ccccc3c2=O)CC1	-2.0	-5.1	93.0	-13.3	-3.9	-4.5	-2.8	-10.2	0.7

(further entries)
Compound	MEKK2mut PB1 HTS	M18AAP inhibitor	MEKK2wt PB1 HTS	UBC9 SUMO inh	FID counter	NALP1 yeast inh	IMP-1 inh	NS3 helicase inh	VIM-2 inh
CN(C)C(=O)c1ccc(-c2nnc(NCc3ccccc3)c3ccccc23)cc1	-1.0	4.9	96.0	-1.0	-17.6	15.7	-2.5	-11.0	1.7
CCn1c(=O)c2sccc2n(Cc2ccccc2)c1=O	3.0	-3.3	100.0	18.4	-8.9	19.4	-7.0	-6.3	-0.4
Fc1ccccc1OCCSc1nc2ccccc2o1	5.0	-3.0	107.0	-17.6	-3.2	6.6	-4.6	-2.1	-1.4
CCn1ncc(CN2CCC(Oc3ccc(C(=O)N4CCCC4)cc3)CC2)c1C	-2.0	-16.8	101.0	7.9	3.7	29.2	-1.3	-2.1	2.1
CCC1Oc2ccccc2N(CC(=O)Nc2ccc3c(c2)OCCO3)C1=O (centres undefined)	9.0	-9.9	104.0	12.6	-16.5	-68.4	-0.8	2.9	2.4
CC1CC(C)CN(CC(=O)N2CCOCC2)C1 (centres undefined)	-5.0	3.8	86.0	5.7	6.5	2.5	-1.5	4.7	-3.3
CCOC(=O)c1c(C)n(-c2ccccc2)c2ccc(O)cc12	0.0	-1.1	106.0	2.9	-26.8	12.1	-1.7	-8.8	-0.3
O=C(CCSCc1ccccc1Cl)NC1CCCC1	-15.0	0.7	2.0*[inhibitor]	0.1	-14.0	43.1	1.1	-1.9	0.4
Cn1c(N)c(N2CCN(c3ccccc3)CC2)c(=O)[nH]c1=O	-6.0	-8.8	93.0	-10.8	1.1	-13.3	-1.0	-20.1	-1.0
Cc1c(C(=O)OCc2nc3scc(-c4ccccc4)c3c(=O)[nH]2)cccc1[N+](=O)[O-]	-1.0	1.5	96.0	-14.2	-0.2	19.7	-1.9	-8.4	-2.1
Cc1ccc(SCCC(=O)OCn2nnc3ccccc3c2=O)cc1	-3.0	-2.4	93.0	-2.1	-2.8	-4.9	-1.7	1.4	-6.2
O=C(CCCN1C(=O)c2ccccc2C1=O)NCc1cccnc1	-1.0	-7.4	96.0	20.3	2.6	-1.8	-1.0	12.4	-1.4
COc1ccc2c(c1)CCc1c(C(=O)NCc3cccnc3)noc1-2	.	4.9	.	-0.5	0.4	24.7	-4.1	4.0	-2.1
Nc1ccc(S(=O)(=O)O)cn1	-16.0&-7.0&1.0	1.6&-3.8&1.8	93.0&102.0&107.0	24.5&2.8	-3.0&0.7&1.1	11.0&27.7&-1.8	0.4&-1.3&-3.3	4.4&12.3&5.9	-1.3&0.2&-4.7
CCOc1ccc(-n2c(SCC(N)=O)nc3c([nH]c4ccccc43)c2=O)cc1	6.0	-11.9	100.0	3.7	-2.4	-8.2	-5.1	-4.2	3.4

Whole records, looked up by structure. Order of values: MEKK2mut PB1 HTS	M18AAP inhibitor	MEKK2wt PB1 HTS	UBC9 SUMO inh	FID counter	NALP1 yeast inh	IMP-1 inh	NS3 helicase inh	VIM-2 inh
O=C(CCSCc1ccccc1Cl)NC1CCCC1 as listed: -15.0	0.7	2.0*[inhibitor]	0.1	-14.0	43.1	1.1	-1.9	0.4
COc1cccc(/C=N/Nc2snc(SC)c2C#N)c1 as listed: 1.0	4.4	99.0	-11.8	6.8	7.7	-2.3	8.5	-4.2
CN(C)c1ccc(C2/C(=C(/O)c3ccc(Br)cc3)C(=O)C(=O)N2C)cc1 (centres undefined) as listed: 8.0	18.7	108.0	-9.1	-13.7	10.8	-1.7	15.3	-1.3

The order is random; overall some 4.7% were active at least once.
